IDE exosite inh = exo-site inhibitors of human insulin-degrading enzyme | P14735 | purified IDE, FL-6b probe fluorescence polarization; hits give low values | z-score at 20 µM | 6.3% of 17,000 active | AID 1259349;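 active = z-score of -3 or lower, meaning strong loss of probe binding signal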;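 note: His-tagged human IDE residues 42-1019 made in E. coli with 30 nM FL-6b probe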
Target sequence (P14735 42-1019 limits assumed): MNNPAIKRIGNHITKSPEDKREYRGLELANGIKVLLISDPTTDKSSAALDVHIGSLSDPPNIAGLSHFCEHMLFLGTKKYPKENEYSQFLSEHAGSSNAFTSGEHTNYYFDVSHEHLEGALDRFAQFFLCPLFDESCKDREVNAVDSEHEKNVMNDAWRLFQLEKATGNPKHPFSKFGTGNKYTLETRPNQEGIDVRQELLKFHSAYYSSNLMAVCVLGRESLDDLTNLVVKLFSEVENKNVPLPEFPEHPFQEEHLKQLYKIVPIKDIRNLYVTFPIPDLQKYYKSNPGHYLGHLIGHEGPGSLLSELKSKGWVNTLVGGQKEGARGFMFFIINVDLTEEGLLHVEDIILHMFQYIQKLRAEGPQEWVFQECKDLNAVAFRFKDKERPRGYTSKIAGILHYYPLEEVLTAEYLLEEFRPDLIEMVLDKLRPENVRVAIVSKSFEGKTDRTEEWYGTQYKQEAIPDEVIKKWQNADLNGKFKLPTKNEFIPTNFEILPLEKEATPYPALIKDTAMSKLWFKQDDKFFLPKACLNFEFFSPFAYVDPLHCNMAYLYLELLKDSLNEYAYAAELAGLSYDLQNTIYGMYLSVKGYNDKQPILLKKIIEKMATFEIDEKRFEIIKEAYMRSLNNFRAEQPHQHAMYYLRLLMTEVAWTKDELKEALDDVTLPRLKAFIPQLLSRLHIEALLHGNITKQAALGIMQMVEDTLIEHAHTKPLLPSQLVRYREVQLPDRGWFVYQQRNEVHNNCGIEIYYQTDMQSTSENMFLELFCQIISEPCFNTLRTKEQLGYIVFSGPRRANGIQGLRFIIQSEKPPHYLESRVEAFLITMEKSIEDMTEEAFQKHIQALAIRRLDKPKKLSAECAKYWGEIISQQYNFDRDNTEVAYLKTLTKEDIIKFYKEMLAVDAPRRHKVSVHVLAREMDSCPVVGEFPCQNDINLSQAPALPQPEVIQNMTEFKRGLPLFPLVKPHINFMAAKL
* hit, by the source's call; ! = repeats disagree. The list is partial; the hit share may differ from the screen's.

IDE exosite inh,Structure
1.2,O=C(NCC[C@H]1CC[C@@H](NS(=O)(=O)c2ccc(F)cc2)[C@@H](CO)O1)c1ccc2c(c1)OCO2
1.4,CO[C@H]1CC[C@@H]2CCOc3c(C#N)cccc3C(=O)N(C)C[C@@H](c3ccccc3)CC(=O)N(C)C[C@H]1O2
-0.24,CN(C)C(=O)C[C@@H]1CC[C@H]2[C@@H](COC[C@@H](O)CN2C(=O)C2CCOCC2)O1
0.93,CO[C@@H]1CC[C@@H]2CCOc3c(C#N)cccc3C(=O)N(C)C[C@@H](OC)[C@H](C)C(=O)N(C)C[C@@H]1O2
-1.9,O=C(c1ccncc1)N1CC(=O)N2[C@H](CO)[C@@H](c3ccc(-c4ccccc4F)cc3)[C@@H]2C1
2.1,N#C[C@@H]1[C@H](c2ccccc2)[C@H](CO)N1C(=O)c1cccnc1
1.9,C/C=C/c1ccc([C@H]2[C@@H](CO)N[C@@H]2CNC(=O)CC2CC2)cc1
-0.91,N#C[C@@H]1[C@H](c2ccccc2-c2cccc(F)c2)[C@H](CO)N1C(=O)NC1CCCCC1
1.2,O=S(=O)(c1cccc(F)c1)N1CC[C@H]2[C@H](CO)Nc3ccc(Br)cc3[C@H]21
0.78,COCC(=O)N1[C@@H]2CN(C(=O)c3cccnc3)c3ccccc3[C@@H]2[C@@H]1CO
2.4,O=S(=O)(NC[C@H]1N[C@H](CO)[C@@H]1c1ccccc1)c1ccccc1
0.23,C[C@@H]1CN([C@@H](C)CO)C(=O)c2cc(-c3cccc(C#N)c3)cnc2O[C@@H]1CN(C)C(=O)C1CCOCC1
-1.4,O=C(c1cnccn1)N1CC(=O)N2[C@H](CO)[C@@H](c3ccc(C#CC4CC4)cc3)[C@@H]2C1
1.3,O=C(c1ccc(F)cc1)N1CC(=O)N2[C@@H](CO)[C@@H](c3ccc(-c4ccccc4)cc3)[C@@H]2C1
0.95,CO[C@@H]1CN(C)C(=O)c2cc(NS(C)(=O)=O)ccc2OC[C@H](C)N(Cc2cncnc2)C[C@H]1C
-4.8*,Cc1ccccc1-c1ccc([C@H]2[C@@H](CO)N3CCCCN(C(=O)c4cccnc4)C[C@@H]23)cc1
-2.1,O=C(c1ccc2c(c1)OCO2)N1CC(=O)N2[C@@H](CO)[C@H](c3ccc(C#CC4CCCC4)cc3)[C@@H]2C1
0.42,COCC(=O)N1[C@H](CO)[C@@H](c2ccc(C3=CCCCC3)cc2)[C@@H]1C#N
1.4,Cc1noc(C)c1NC(=O)Nc1ccc2c(c1)C(=O)N([C@H](C)CO)C[C@H](C)[C@@H](CN(C)Cc1ccc3c(c1)OCO3)OCCCC[C@@H](C)O2
-0.94,O=C(N[C@@H]1C=C[C@H](CC(=O)N2CCC(Cc3ccccc3)CC2)O[C@H]1CO)c1cnccn1

Sorted by length of the SMILES (smallest number first): eleven of the compounds above.
IDE exosite inh,Structure
2.1,N#C[C@@H]1[C@H](c2ccccc2)[C@H](CO)N1C(=O)c1cccnc1
1.9,C/C=C/c1ccc([C@H]2[C@@H](CO)N[C@@H]2CNC(=O)CC2CC2)cc1
0.42,COCC(=O)N1[C@H](CO)[C@@H](c2ccc(C3=CCCCC3)cc2)[C@@H]1C#N
0.78,COCC(=O)N1[C@@H]2CN(C(=O)c3cccnc3)c3ccccc3[C@@H]2[C@@H]1CO
-0.91,N#C[C@@H]1[C@H](c2ccccc2-c2cccc(F)c2)[C@H](CO)N1C(=O)NC1CCCCC1
-0.94,O=C(N[C@@H]1C=C[C@H](CC(=O)N2CCC(Cc3ccccc3)CC2)O[C@H]1CO)c1cnccn1
-1.4,O=C(c1cnccn1)N1CC(=O)N2[C@H](CO)[C@@H](c3ccc(C#CC4CC4)cc3)[C@@H]2C1
0.95,CO[C@@H]1CN(C)C(=O)c2cc(NS(C)(=O)=O)ccc2OC[C@H](C)N(Cc2cncnc2)C[C@H]1C
1.3,O=C(c1ccc(F)cc1)N1CC(=O)N2[C@@H](CO)[C@@H](c3ccc(-c4ccccc4)cc3)[C@@H]2C1
-2.1,O=C(c1ccc2c(c1)OCO2)N1CC(=O)N2[C@@H](CO)[C@H](c3ccc(C#CC4CCCC4)cc3)[C@@H]2C1
0.23,C[C@@H]1CN([C@@H](C)CO)C(=O)c2cc(-c3cccc(C#N)c3)cnc2O[C@@H]1CN(C)C(=O)C1CCOCC1

Remaining list, next part:
IDE exosite inh,Structure
2.1,CCC(=O)N1[C@@H](CO)[C@@H](c2ccccc2)C12CN(Cc1ccccc1Cl)C2
-2.7,CCCC#Cc1ccc([C@@H]2[C@@H](CO)N3C(=O)CN(C(=O)NC4CCCC4)C[C@@H]23)cc1
-4.2*,COc1cccc(C(=O)Nc2ccc3c(c2)C(=O)N(C)[C@H]2CC[C@@H](CC(=O)N[C@H](C)c4ccccc4)O[C@H]2CO3)c1
-0.42,CCCNC(=O)N1CC(=O)N2[C@H](CO)[C@@H](c3ccc(-c4ccc(C)cc4)cc3)[C@@H]2C1
5.4,CCC(=O)N(C[C@H]1[C@H](c2ccccc2)[C@@H](CO)N1S(C)(=O)=O)C(C)C
-2.7,COc1ccc(-c2ccc([C@@H]3[C@@H](CO)N4C(=O)CN(C(=O)NC(C)C)C[C@H]34)cc2)cc1
-3.5*,CCC(=O)N1CCCCN2[C@H](C1)[C@H](c1ccc(C#Cc3cccnc3)cc1)[C@@H]2CO
-0.24,O=C(O)C[C@H]1C[C@H]2c3cc(NC(=O)Cc4ccncc4)ccc3O[C@H]2[C@H](CO)O1
3,O=C(Cc1ccncc1)N1CC(=O)N2[C@@H](CO)[C@H](c3ccc(C4=CCCC4)cc3)[C@@H]2C1
1.3,C/C=C/c1ccc([C@H]2[C@@H](CO)N(c3ncc(CC)s3)[C@H]2C#N)cc1
-0.86,O=C(Cc1ccccn1)N1CC(=O)N2[C@H](C1)[C@@H](c1ccc(C#CCC3CCCC3)cc1)[C@@H]2CO
0.83,CN(C)C(=O)c1cccc(-c2ccc([C@H]3[C@H](CO)N4C(=O)CN(C(=O)C5CCC5)C[C@@H]34)cc2)c1
1.6,CC(=O)NC[C@H]1[C@H](c2ccccc2)[C@@H](CO)N1C(=O)Cc1ccncc1
-0.79,O=C(c1ccc(F)cc1)N1CCCCN2[C@@H](CO)[C@@H](c3ccc(/C=C/c4ccccc4)cc3)[C@@H]2C1
-0.23,C[C@@H]1CN([C@H](C)CO)C(=O)c2cc(N(C)C)ccc2O[C@H]1CN(C)Cc1ccc(Oc2ccccc2)cc1
2,COc1cccc(CN2[C@@H]3CNC[C@H]2C3c2ccc(-c3cccnc3)cc2)c1 (stereo not given in full)
1.4,O=C(Nc1ccc(F)cc1)N1CCCCN2[C@@H](CO)[C@@H](c3ccc(C#CC4CC4)cc3)[C@@H]2C1
0.048,O=C(Cc1ccccn1)N1CC(=O)N2[C@H](CO)[C@@H](c3ccc(C#CC4CCCCC4)cc3)[C@@H]2C1
-0.77,O=C(Nc1ccccc1F)N1CCCCN2[C@H](CO)[C@@H](c3ccc(/C=C/c4ccccc4)cc3)[C@@H]2C1
-1.4,O=C(Nc1ccc2c(c1)[C@@H]1C[C@@H](CC(=O)N3CCOCC3)O[C@@H](CO)[C@@H]1O2)Nc1ccccc1F

IDE exosite inh,Structure
-0.72,O=C(C[C@H]1C[C@@H]2c3cc(NC(=O)NC4CCCC4)ccc3O[C@@H]2[C@@H](CO)O1)NCc1ccccc1F
4.9,O=C(c1cccnc1)N1CC(=O)N2[C@H](C1)[C@@H](c1ccc(C#CCC3CCCC3)cc1)[C@@H]2CO
-4*,Cc1cccc(S(=O)(=O)N2[C@@H]3CNC[C@H]2C3c2ccc(-c3ccccc3C)cc2)c1 (stereo not given in full)
2.3,COCCN(C[C@H]1[C@H](c2ccccc2)[C@@H](CO)N1C(C)=O)C(=O)c1ccccc1
0.36,O=C(C[C@H]1CC[C@@H]2NC[C@@H](O)COC[C@H]2O1)NCCc1ccncc1
-0.12,O=S(=O)(c1cccs1)N1CCCCN2[C@H](CO)[C@H](c3ccc(/C=C/c4ccccc4)cc3)[C@@H]2C1
1.2,N#C[C@@H]1[C@H](c2ccc(C3=CCCCC3)cc2)[C@@H](CO)N1S(=O)(=O)c1ccccc1
-0.84,C/C=C/c1ccc([C@@H]2[C@H](CO)N3C(=O)CN(Cc4ccccc4)C[C@@H]23)cc1
-0.69,O=C(C[C@H]1CC[C@@H]2NC[C@H](O)COC[C@H]2O1)Nc1ccc(-c2ccccc2)cc1
-5.1*!,Cn1cnc(S(=O)(=O)N2C[C@@H]3N[C@H](C2)C3c2ccc(/C=C/c3ccccc3)cc2)c1 (stereo not given in full)
0.88,CCCNC(=O)C[C@H]1CC[C@H]2[C@@H](COC[C@@H](O)CN2C(=O)c2ccc(F)cc2)O1
0.76,O=S(=O)(Cc1ccccc1)N1CCCCN2[C@H](CO)[C@@H](c3ccc(-c4ccc(F)cc4)cc3)[C@H]2C1
-0.59,O=C(NC[C@H]1[C@H](c2ccccc2)[C@@H](CO)N1C(=O)Cc1cccnc1)C1CCC1
0.95,CO[C@H]1CN(C)C(=O)c2cc(NS(=O)(=O)c3ccc(Cl)cc3)ccc2OC[C@@H](C)N(C(=O)NC(C)C)C[C@H]1C
-1.9,COc1cccc(-c2ccc([C@@H]3[C@H](CO)N4CCCCN(C(=O)c5ccc6c(c5)OCO6)C[C@@H]34)cc2)c1
-0.77,CN(C)C(=O)C[C@H]1CC[C@H]2[C@H](COc3ccc(NC(=O)C4CCCCC4)cc3C(=O)N2C)O1
1.9,Cc1cccc(S(=O)(=O)N2CCCCN3[C@@H](CO)[C@@H](c4ccc(-c5ccncc5)cc4)[C@@H]3C2)c1
0.12,CC(C)C#Cc1ccc([C@@H]2[C@@H](CO)N3C(=O)CN(C(=O)C4CCCCC4)C[C@@H]23)cc1
0.56,Cc1nn(C)cc1NC(=O)C[C@H]1CC[C@@H]2[C@H](COc3ccc(NC(=O)c4cccc(F)c4)cc3C(=O)N2C)O1
0.67,C[C@@H]1CN([C@H](C)CO)C(=O)c2cc(N(C)C)ccc2O[C@@H](C)CCCCO[C@@H]1CN(C)S(=O)(=O)c1cn(C)cn1

IDE exosite inh,Structure
-1.3,CCCNC(=O)N1[C@H](C#N)[C@@H](c2ccc(-c3cccc(OC)c3)cc2)[C@H]1CO
4.6,O=S(=O)(c1cccs1)N1CCCCN2[C@H](CO)[C@H](c3ccc(C4=CCCC4)cc3)[C@H]2C1
2.2,COCC(=O)N1CC[C@@H]2[C@H](CO)Nc3ccc(-c4ccc(C(=O)N(C)C)cc4)cc3[C@@H]21
1.8,Cc1ccc(S(=O)(=O)NCC[C@@H]2CC[C@@H](NC(=O)c3cccnc3)[C@H](CO)O2)cc1
1.4,Cc1noc(C)c1NC(=O)N(C)C[C@H]1Oc2ccc(NC(=O)CCCN(C)C)cc2C(=O)N([C@H](C)CO)C[C@H]1C
2,C/C=C/c1ccc([C@H]2[C@H](CO)N(S(=O)(=O)Cc3ccccc3)C23CN(C(=O)C2CCCC2)C3)cc1
0.61,CN(C)CC#Cc1ccc([C@@H]2[C@@H](CO)N3CCCCN(C(=O)C4CCC4)C[C@H]23)cc1
-0.014,CO[C@H]1CN(C)C(=O)c2ccc(NC(C)=O)cc2OC[C@H](C)N(Cc2cccc(F)c2)C[C@@H]1C
1.1,N#C[C@@H]1[C@@H](c2ccccc2)[C@@H](CO)N1C(=O)C1CCCC1
2.6,O=C(Nc1cc(F)ccc1F)N[C@H]1CC[C@H](CC(=O)N2CCc3ccccc3C2)O[C@H]1CO
4.7,O=C(NC1CCCC1)N1CCCCN2[C@H](CO)[C@H](c3ccc(-c4ccncc4)cc3)[C@@H]2C1
3.8,CCS(=O)(=O)N1CC(=O)N2[C@H](CO)[C@@H](c3ccc(-c4ccc(F)cc4)cc3)[C@H]2C1
0.39,C[C@@H]1CCCCO[C@H](CN(C)Cc2ccc(C(F)(F)F)cc2)[C@@H](C)CN([C@H](C)CO)C(=O)c2cc(NC(=O)Nc3cccc4ccccc34)ccc2O1
5.4,O=S(=O)(c1ccccc1F)N1CCCCN2[C@@H](CO)[C@H](c3ccc(-c4cncnc4)cc3)[C@@H]2C1
1.5,COc1cccc(NC(=O)N2C[C@@H](O)COC[C@H]3O[C@H](CC(=O)N(C)C)CC[C@@H]32)c1
0.72,CCS(=O)(=O)N1CCCCN2[C@@H](CO)[C@H](c3ccc(-c4cccc(C#N)c4)cc3)[C@@H]2C1
-1.1,O=C1CN(Cc2ccccc2)C[C@H]2[C@H](c3ccc(-c4ccccc4F)cc3)[C@H](CO)N12
0.92,N#C[C@@H]1[C@H](c2ccccc2-c2cccc(F)c2)[C@H](CO)N1S(=O)(=O)c1cccc(F)c1
-0.43,CC(C)(C)S(=O)N1Cc2cc(C(=O)O)nc(-c3cccc(-c4cc5ccccc5o4)c3)c2[C@@H]1CCO (stereo not given in full)
-0.16,CC(C)C#Cc1ccc([C@@H]2[C@@H](C#N)N(C(=O)C3CCC3)[C@@H]2CO)cc1

IDE exosite inh,Structure
4.3,O=C(C1CC1)N1CC(=O)N2[C@H](CO)[C@H](c3ccc(Br)cc3)[C@@H]2C1
-1.2,COc1ccc(NC(=O)N(C)C[C@H]2OCc3ccccc3-c3ccccc3C(=O)N([C@H](C)CO)C[C@H]2C)c(OC)c1
-0.14,N#C[C@@H]1[C@@H](c2ccccc2C2=CCCC2)[C@H](CO)N1C(=O)C1CCOCC1
3.7,CCCNC(=O)N1[C@H](CO)[C@H](c2ccc(C3=CCCC3)cc2)[C@H]1CNC(=O)CC
-0.06,O=C(C[C@H]1C[C@H]2c3cc(NC(=O)NC4CCCC4)ccc3O[C@H]2[C@@H](CO)O1)NCc1ccccc1F
-0.51,CN(C)CC(=O)N1CCCCN2[C@H](CO)[C@@H](c3ccc(-c4cncnc4)cc3)[C@H]2C1
2.4,CN(C)CC#Cc1ccc([C@@H]2[C@@H](CO)N3CCCCN(C(=O)C4CCC4)C[C@@H]23)cc1
1.5,CCCC#Cc1ccc([C@@H]2[C@H](CO)N3C(=O)CN(C(=O)NCCC)C[C@@H]23)cc1
-12*,COc1ccccc1-c1ccc([C@@H]2[C@H]3CN(C(=O)NC4CCCC4)CCCCN3[C@H]2CO)cc1
1.1,O=C(C[C@H]1CC[C@H](NC(=O)C2CC2)[C@@H](CO)O1)Nc1ccccc1
